# NPY Y1 blocker = NPY-Y1 (human) receptor antagonism; P25929; inhibition, % at 3.6 µM; 1% of 200,000 active; HEK293-CNG Y1 cells, membrane potential fluorescence; NPY at EC95, then isoproterenol;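 active = inhibition above the campaign mean inhibition of all tested compounds plus 3 SD, cut at about 20% in these data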;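 also: 0% = DMSO wells given NPY plus isoproterenol and 100% = isoproterenol alone without NPY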
#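 Benchmarks – high control isoproterenol alone, low control NPY with isoproterenol · Material – HEK293 Y1/CNG channel cell line · Times – dye 3 h, compound 60 min room temperature, stimulation 45 min · Probe or stimulus – NPY (25 nM), isoproterenol (1 µM), Ro 20-1724 (25 µM) · Evaluation – % inhibition of NPY effect · Signal – fluorescence, membrane potential probe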
# S1P4 ag = agonists of human S1P4 receptor | S1P4-expressing cell line, agonist reporter assay | activation, % at 4.98 µM | 0.35% of 220,000 active | AID 1509; in the data active = activation above about 11%;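 also: 0% = DMSO vehicle and 100% = reference agonist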
# TRPN1 ag = agonists of zebrafish TRPN1 channel; AID 1424; HEK293 zebrafish TRPN1-YFP, Fluo-8 calcium fluorescence; 100% = response to 87 µM carbachol; activation, % at 3 µM; 0.18% of 220,000 active;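 active = activation above its plate's cutoff, the mean activation of test wells on that plate plus 3 SD, cut at about 19% in these data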;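 also: 0% = DMSO alone and 100% = 87 µM carbachol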
#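 System: zebrafish TRPN1-YFP in HEK293 cells / Dosing: 3 µM single point / Timing: dye loading 1 h at 37 °C, then 30 min room temperature / Signal: Fluo-8 calcium fluorescence, excitation 470-495 nm, emission 515-575 nm / Read-out basis: percent activation from peak over basal fluorescence ratio, control-normalized / Control set: high carbachol 87 µM, low DMSO alone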
# NPY2 pot ag = potentiators or agonists of human neuropeptide Y receptor Y2; P49146; cells expressing NPY-Y2, potentiator/agonist read-out; activation, % at 3.6 µM; 0.45% of 220,000 active; in the data active = activation above about 27%;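 also: cells stimulated with NPY near EC25 plus isoproterenol at EC100; 0% = vehicle plus submaximal agonist and 100% = vehicle plus saturating agonist; some results beyond the cut were filed as inactive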
# CHOP inh = blocks CHOP induction under ER stress. CHO-K1 CHOP-promoter luciferase, tunicamycin-induced, 15-18 h. inhibition, % at 10 µM. 3.8% of 220,000 active. AID 2732;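 active = compounds that reduced the stress-induced luciferase reporter signal by more than about 70% of percent inhibition, limit read from the data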;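 also: 0% = tunicamycin plus vehicle and 100% = wells without tunicamycin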
# TRPML3 ag = activates the human TRPML3 channel. HEK293 TRPML3-YFP, Fluo-8 calcium fluorescence; 100% = the carbachol control signal. 0.29% of 220,000 active. activation, % at 3 µM;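 active = activation above its plate's cutoff, the mean activation of the plate's test wells plus 3 SD, cut at about 12% in these data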;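 also: 0% = DMSO only wells and 100% = carbachol wells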
# Target sequence (Q8TDD5 whole entry, looked up): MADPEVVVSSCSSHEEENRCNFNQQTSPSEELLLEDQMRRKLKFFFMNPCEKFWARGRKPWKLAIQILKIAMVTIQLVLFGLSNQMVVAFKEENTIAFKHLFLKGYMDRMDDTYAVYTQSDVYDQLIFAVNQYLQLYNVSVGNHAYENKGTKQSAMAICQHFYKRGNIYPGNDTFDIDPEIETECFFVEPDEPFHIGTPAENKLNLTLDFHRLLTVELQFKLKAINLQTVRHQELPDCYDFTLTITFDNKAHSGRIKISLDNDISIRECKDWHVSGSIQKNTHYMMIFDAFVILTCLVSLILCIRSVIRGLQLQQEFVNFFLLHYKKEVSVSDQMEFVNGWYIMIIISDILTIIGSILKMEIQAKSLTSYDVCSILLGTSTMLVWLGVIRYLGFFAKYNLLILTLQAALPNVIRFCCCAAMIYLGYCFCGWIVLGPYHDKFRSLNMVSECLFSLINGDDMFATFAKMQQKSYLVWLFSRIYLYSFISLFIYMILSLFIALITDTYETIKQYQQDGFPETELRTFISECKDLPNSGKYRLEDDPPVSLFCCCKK
#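 Test system – HEK293 line with stable expression of human TRPML3-YFP channel · Control set – carbachol 87 µM final as high control (100%), DMSO as low control (0%) · Signal – Fluo-8 calcium dye fluorescence, ex 470-495, em 515-575 nm · Incubation – 1-h 37 °C dye load, 5-s basal, 120-s post-compound reads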
# NPY-Y1 PAM-ag = potentiates or activates human NPY-Y1 receptor; 0.37% of 220,000 active; P25929; activation, % at 3.6 µM; NPY-Y1 expressing cells, potentiator/agonist activation; in the data active = activation above about 33%, passing the limit was not always enough;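 also: cells stimulated with NPY at EC10 then isoproterenol at EC100; 0% = low agonist plus stimulus and 100% = saturating agonist plus stimulus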
# S1P4 antagonist = human S1P4 receptor antagonism; S1P4-expressing cells, antagonist mode, reporter read-out; AID 1510; inhibition, % at 4.98 µM; O95977; 0.26% of 220,000 active; in the data active = inhibition above about 29%;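 also: 0% = wells stimulated with agonist and 100% = vehicle wells without agonist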
# EP2 mod = modulates human prostaglandin E2 receptor EP2 signaling; P43116; EP2-expressing cells, cAMP HTRF FRET, PGE2 co-stimulation; induction, % at 25 µM; 0.83% of 260,000 active; AID 940;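 active = compounds whose cAMP rise, as percent of the full-agonist control response, exceeds 60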;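 also: rat C6 glioma line stably carrying human EP2 under a CMV promoter; the protocol text gives 20 µM as final concentration; 100% = response of wells given 1 µM PGE2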
# Target sequence (P43116 whole entry, looked up): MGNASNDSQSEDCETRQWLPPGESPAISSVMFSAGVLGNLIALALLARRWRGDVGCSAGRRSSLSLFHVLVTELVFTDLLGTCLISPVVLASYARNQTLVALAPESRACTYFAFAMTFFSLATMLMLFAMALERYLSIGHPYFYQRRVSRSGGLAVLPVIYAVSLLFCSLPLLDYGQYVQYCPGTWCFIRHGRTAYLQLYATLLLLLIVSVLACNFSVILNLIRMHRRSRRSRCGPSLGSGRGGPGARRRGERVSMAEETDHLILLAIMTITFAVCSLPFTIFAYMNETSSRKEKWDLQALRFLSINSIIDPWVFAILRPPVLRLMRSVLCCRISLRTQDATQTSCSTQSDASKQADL
# An asterisk follows results filed as active; nt = not tested or not shown; & = joins results of further samples. Rows are unselected; about 6.5% have a hit in one of these screens.
SMILES	NPY Y1 blocker	S1P4 ag	TRPN1 ag	NPY2 pot ag	CHOP inh	TRPML3 ag	NPY-Y1 PAM-ag	S1P4 antagonist	EP2 mod
COC(=O)c1ccc(C(=O)OC)c(NC(=S)N2CCN(c3ccccc3)CC2)c1	12	0.8	-1.6	-15	12	0.1	-2	-6	7
O=C(O)CC1NCCc2ccccc21 (configuration not stated)	nt	-0.2	-1.1	23	6	0.6	-3	5	2
O=C(c1ccco1)N1CCN(S(=O)(=O)c2cccc([N+](=O)[O-])c2)CC1	1	1.4	-1.1	-4	0	0.1	0	-18	-12
Cc1ccc(S(=O)(=O)N(CC(=O)N2CCCC2)C2CCCCC2)cc1	2	-0.2	1.7	-9	5	-0.3	-8	-24	17
O=C(Nc1ccc2cn[nH]c2c1)c1ccc(Cl)c(S(=O)(=O)N2CCOCC2)c1	1	0.7	1.9	4	19	1.4	-15	-20	-26
COc1cc2c(cc1OC)CN(Cc1cc(OC)c(O)c(OC)c1)CC2	7	0.0	-0.4	-3	-18	0.1	-6	-6	-8
CC(C)CCn1c(Sc2nc3ccccc3s2)nc2c1c(=O)[nH]c(=O)n2C	6	-2.8	-2.2	-9	3	-0.3	-26	8	40
CCc1ccc(C(=O)NC(CCSC)C(=O)O)cc1 (configuration not stated)	0	-0.8	-0.6	-8	7	0.1	-4	-3	-1
Cc1ccc2ccccc2c1COC(=O)c1nonc1N	10	0.0	-2.2	-24	65	-0.5	-38	3	-9
FC(F)(F)c1nc2nncn2c2c1CCCCC2	3	0.0	0.7	-6	6	0.8	12	-5	17&-4
O=C(NCc1ccco1)C1CCN(S(=O)(=O)c2ccc(-n3cnnn3)cc2)CC1	21*	0.1	1.5	5	14	0.6	-6	8	-3
O=c1[nH]c2ccccc2nc1/C=C(\O)c1cccs1	-3	-0.2	11	16	5	5.4	3	8	-14
CC(C)c1ccc(N(C(=O)c2cc3ccccc3oc2=O)C2C=CS(=O)(=O)C2)cc1 (configuration not stated)	-1	-2.6	-0.2	5	-18	0.2	5	3	-6
CC(C)(C)NC(=O)Nc1ccc(F)c(Cl)c1	5	-0.1	5.4	-14	24	3.4	4	-2	-27
CCCCN(CCCC)C(=S)NC(=O)C(C)(C)C	-2	-0.4	-1.6	5	19	0.4	10	0	23
COC(=O)N/N=C/c1cn(Cc2ccc(F)cc2)c2ccccc12	nt	-0.5	0.4	17	0	-0.2	38	-10	-23
NC(=O)NC(=O)CSc1nc(C2CCCCC2)n(-c2ccccc2)n1	-2	-0.2	-0.1	-5	49	0.4	0	-36	24
S=C(Nc1ccc(Cl)cc1)N(CCCN1CCOCC1)Cc1ccco1	1	0.2	-0.5	3	20	0.2	23	-6	-18
COc1ccc(-c2nnc(NC(=O)Cc3ccccc3)s2)c(OC)c1	nt	0.5	1.0	12	0	0.7	2	8	1
O=C(Nc1ccncc1)c1ccccc1-c1ccccc1	-3	0.3	0.7	-12	1	-0.1	-2	-4	-2
CO/N=C(\CS(=O)(=O)Cc1ccc(OC)cc1)c1ccc(Cl)cc1	1	-1.4	-0.4	1	-7	-0.8	14	-9	-42
COc1ccc(C(=O)Oc2ccc3oc(=O)sc3c2)cc1	-1	1.7	-0.3	14	51	0.0	-22	-18	31
Cc1cc(O)cc2c(=O)c3ccccc3sc12	2	0.1	0.4	7	49	0.7	-9	5	-4
O=C(/C=C/c1ccc2c(c1)OCO2)c1ccccn1	nt	-1.6	0.8	-11	-46	0.1	7	-2	0
O=C1CCCN1CCCNC(=S)Nc1cccc2ccccc12	0	-1.5	0.5	2	-3	0.6	-8	17	-13
c1ccc2c(-c3nn[nH]n3)cccc2c1	10	1.7	1.3	-1	22	0.2	5	-7	11
O=C(C(Cc1ccccc1)n1cccc1)N1CCN(Cc2ccccc2)CC1 (configuration not stated)	3	-0.4	2.8	-2	53	0.5	-4	-5	-4
Cc1ccc(/C=N\n2c(-c3ccccc3)n[nH]c2=S)s1	-1	-1.9	-1.2	-23	21	-0.2	-19	-7	28
CCCCNC(=O)c1onc(CSc2ccccc2CC)c1C(=O)O	21*	3.1	0.5	-51	-3	1.5	-22	-2	-5
CCOC(=O)C1CCCN(c2ccc(NC(=O)c3snc4c(=O)[nH]c(C)nc34)cc2)C1 (configuration not stated)	7	-4.3	1.4	4	-17	0.5	-6	1	-4

# Part of the list above in order of molecular weight, high to low.
SMILES	NPY Y1 blocker	S1P4 ag	TRPN1 ag	NPY2 pot ag	CHOP inh	TRPML3 ag	NPY-Y1 PAM-ag	S1P4 antagonist	EP2 mod
COC(=O)c1ccc(C(=O)OC)c(NC(=S)N2CCN(c3ccccc3)CC2)c1	12	0.8	-1.6	-15	12	0.1	-2	-6	7
CC(C)CCn1c(Sc2nc3ccccc3s2)nc2c1c(=O)[nH]c(=O)n2C	6	-2.8	-2.2	-9	3	-0.3	-26	8	40
CCCCNC(=O)c1onc(CSc2ccccc2CC)c1C(=O)O	21*	3.1	0.5	-51	-3	1.5	-22	-2	-5

# Going on with the list.
SMILES	NPY Y1 blocker	S1P4 ag	TRPN1 ag	NPY2 pot ag	CHOP inh	TRPML3 ag	NPY-Y1 PAM-ag	S1P4 antagonist	EP2 mod
CC(C)CCOP(=O)(c1ccc(N(C)C)cc1)C(Nc1ccccc1)c1ccc(N(C)C)cc1 (configuration not stated)	nt	0.7	-1.3	4	-27	0.3	30	10	-5
CCOP1(=O)OCC2OC(n3cnc4c(N)ncnc43)C(O)C2O1 (configuration not stated)	nt	0.3	0.8	-6	-1	1.1	9	-6	104*
COc1cccc(N=CC=C2OC(C)(C)C(C)(C)O2)c1	1	-0.2	2.1	1	12	0.9	-12	-3	-13
C[N+]12CCCCC1C(COC(=O)c1ccc3c(c1)OCO3)CCC2 (configuration not stated)	5	-0.1	0.8	4	8	0.7	10	2	19
O=C(O)C1CSC2(CCN(Cc3ccccc3)CC2)N1 (configuration not stated)	8	1.6	1.2	-1	10	1.2	-2	-5	33
CCOc1nc(-c2ccncc2)nc2ccccc12	4	1.7	-1.3	-3	34	-0.5	-2	-24	55
CSc1ccccc1NC(=O)c1cnc2scc(C)n2c1=O	8	-0.1	0.2	-7	4	-0.1	-10	-6	44
CC(=O)Nc1cccc(C(=O)OC(C(=O)c2ccc(C)cc2)c2ccccc2)c1 (configuration not stated)	-9	4.3	1.1	2	29	0.5	19	-7	5
O=C(NC1(C(F)(F)F)NC(=O)N(Cc2cccnc2)C1=O)c1ccccc1Cl (configuration not stated)	2	-0.7	0.3	-24	-4	-0.4	13	-15	7
CCOc1ccc(C2C(C(C)=O)=C(O)C(=O)N2CCc2c[nH]c3ccccc23)cc1 (configuration not stated)	2	-1.5	1.3	-13	-10	0.4	-16	4	5&-1
CC/C(=N\n1nnnc1Nc1ccccc1)c1ccccc1	5	-1.4	-0.4	-2	40	-0.7	-7	-6	-54
COc1ccc(-c2nnn(CC(=O)N(c3cccc(O)c3)C(C)C(=O)NC3CCCC3)n2)cc1OC (configuration not stated)	-4	1.2	3.0	-16	-14	-0.2	-8	4	5
Cc1cc(-n2c(C)cc(C(=O)CSc3ncnc4ccccc34)c2C)no1	6	1.3	7.9	27	70*	2.6	-19	-1	-35
CC(c1ccccc1)n1cc(C(=O)NCCN2CCOCC2)nn1 (configuration not stated)	-1	-0.2	0.8	1	7	0.7	-14	-2	28

# 13 entries from above, reformatted:
# The line under a structure holds: NPY Y1 blocker, S1P4 ag, TRPN1 ag, NPY2 pot ag, CHOP inh, TRPML3 ag, NPY-Y1 PAM-ag, S1P4 antagonist, EP2 mod
CCOP1(=O)OCC2OC(n3cnc4c(N)ncnc43)C(O)C2O1 (configuration not stated)
→ nt, 0.3, 0.8, -6, -1, 1.1, 9, -6, 104*
COc1cccc(N=CC=C2OC(C)(C)C(C)(C)O2)c1
→ 1, -0.2, 2.1, 1, 12, 0.9, -12, -3, -13
C[N+]12CCCCC1C(COC(=O)c1ccc3c(c1)OCO3)CCC2 (configuration not stated)
→ 5, -0.1, 0.8, 4, 8, 0.7, 10, 2, 19
O=C(O)C1CSC2(CCN(Cc3ccccc3)CC2)N1 (configuration not stated)
→ 8, 1.6, 1.2, -1, 10, 1.2, -2, -5, 33
CCOc1nc(-c2ccncc2)nc2ccccc12
→ 4, 1.7, -1.3, -3, 34, -0.5, -2, -24, 55
CSc1ccccc1NC(=O)c1cnc2scc(C)n2c1=O
→ 8, -0.1, 0.2, -7, 4, -0.1, -10, -6, 44
CC(=O)Nc1cccc(C(=O)OC(C(=O)c2ccc(C)cc2)c2ccccc2)c1 (configuration not stated)
→ -9, 4.3, 1.1, 2, 29, 0.5, 19, -7, 5
O=C(NC1(C(F)(F)F)NC(=O)N(Cc2cccnc2)C1=O)c1ccccc1Cl (configuration not stated)
→ 2, -0.7, 0.3, -24, -4, -0.4, 13, -15, 7
CCOc1ccc(C2C(C(C)=O)=C(O)C(=O)N2CCc2c[nH]c3ccccc23)cc1 (configuration not stated)
→ 2, -1.5, 1.3, -13, -10, 0.4, -16, 4, 5&-1
CC/C(=N\n1nnnc1Nc1ccccc1)c1ccccc1
→ 5, -1.4, -0.4, -2, 40, -0.7, -7, -6, -54
COc1ccc(-c2nnn(CC(=O)N(c3cccc(O)c3)C(C)C(=O)NC3CCCC3)n2)cc1OC (configuration not stated)
→ -4, 1.2, 3.0, -16, -14, -0.2, -8, 4, 5
Cc1cc(-n2c(C)cc(C(=O)CSc3ncnc4ccccc34)c2C)no1
→ 6, 1.3, 7.9, 27, 70*, 2.6, -19, -1, -35
CC(c1ccccc1)n1cc(C(=O)NCCN2CCOCC2)nn1 (configuration not stated)
→ -1, -0.2, 0.8, 1, 7, 0.7, -14, -2, 28

# Source: PubChem BioAssay (several laboratories)
